Assay outcomes as filed in PubChem.
NCI-60 one-dose screen, 48 h, at 10 µM unless noted. Numbers give growth in % (100 = growth as untreated, 0 = no growth, -100 = all killed).
K-562: K-562 leukemia; 78,000 tested, 7.4% active; AID 1794777
MCF7: MCF7 breast cancer; AID 1794796; 82,000 tested, 6.3% active
SR: SR leukemia cells; 73,000 tested, 8.7% active; AID 1794780
MDA-MB-468: MDA-MB-468 breast cancer; 78,000 tested, 8.5% active; AID 2202374
MDA-MB-231: MDA-MB-231 breast cancer. 81,000 tested, 5% active
MDA-MB-435: MDA-MB-435 melanoma; 82,000 tested, 7.8% active
RPMI-8226: RPMI-8226 leukemia cells | 77,000 tested, 7.5% active
MOLT-4: MOLT-4 leukemia cells; 80,000 tested, 6.9% active
Numbers without * were called inactive; nt = not tested or not shown; & = joins results of further samples. How the source made its calls: active means growth percent below 10; inactive means the rest.

SMILES | K-562 | MCF7 | SR | MDA-MB-468 | MDA-MB-231 | MDA-MB-435 | RPMI-8226 | MOLT-4
COc1cc(/C=N/NC(=O)c2cnn3c2NC(c2ccccc2)C3)ccc1OCc1ccccc1 (stereo not given) | 3.6* | 0.8* | 0.1* | 1.2* | 5.8* | -28* | 44 | 15
N#Cc1ccc(C2SCC(=O)N2NC(=O)C(O)(c2ccccc2)c2ccccc2)cc1 (stereo not given) | 118 | 108 | 104 | nt | 107 | 104 | 92 | 90
CC(C)(C)n1cc(-c2ccnc(NCCCNS(=O)(=O)c3ccc(Br)cc3)c2)c(-c2ccccc2)n1 | 27 | 57 | 18 | 60 | 83 | 89 | 61 | 63
Cc1cc(S(=O)(=O)O)ccc1Cl | 93 | 101 | nt | 105 | 102 | 120 | 109 | 98
CC(C)(C)n1cc(-c2ccnc(NCCCNS(=O)(=O)c3cccc4ccccc34)c2)c(-c2cccc(O)c2)n1 | -4.0* | 12 | -1.6* | 11 | 12 | 36 | -35* | 7.2*
N#Cc1ccc(/C=N/N2CCCCCC2)cc1 | 96 | 97 | 91 | 99 | 93 | 104 | nt | 93
O=S(=O)(NCCNc1nccc(-c2cn(-c3ccccc3)nc2-c2ccc(Cl)c(O)c2)n1)c1ccc(O)cc1 | 55 | 52 | 45 | 69 | 66 | 65 | nt | 51
Cc1ccnc(Nc2nc3c(s2)C2=CC[C@H]4[C@@H]5C[C@@H]6O[C@]7(CC[C@@H](C)CO7)C(C)[C@@H]6[C@@]5(C)CC[C@@H]4[C@@]2(C)CC3)c1 (stereo not given in full) | 56 | 79 | 97 | 82 | 80 | 90 | 58 | 96
CCOC(=O)c1cn2c3c(c(C)cc(C)c3c1=O)C(=O)/C(=C/c1ccccc1)C2 | 92 | 96 | nt | 96 | 84 | 103 | 86 | 86
Cc1cccc(C(C)(C)C)c1 | 112 | 104 | 103 | 101 | 109 | 100 | 99 | 108
N#Cc1nc(CC(=O)c2ccccc2)c(CC(=O)c2ccccc2)nc1C#N | 103 | 90 | nt | 119 | nt | 104 | 94 | 108
CCN(CC)C(=O)c1ccccc1-c1ccccc1C(=O)O | 97 | 90 | 100 | 85 | 93 | 101 | 111 | 112
O=C(c1ccc(-c2ccc3[nH]c(=O)nc(-c4ccccc4)c3c2)cc1)N1CCOCC1 | 100 | 89 | 99 | 107 | 102 | 100 | 89 | 89
CCN(CC)c1ccc(-c2nc3c4ccccc4c4ccccc4c3o2)c(O)c1 | 20 | 57 | 28 | 84 | 65 | 105 | 55 | 61
COc1cccc(-c2nc3sccn3c2-c2ccnc(NCCCNS(=O)(=O)c3c(Cl)cccc3Cl)c2)c1 | 31 | 66 | nt | 49 | 88 | 64 | 4.5* | 29
CC1OC1c1ccc(-c2ccc(C3OC3C)cc2)cc1 (stereo not given) | 90 | 101 | nt | 97 | 96 | 97 | 104 | 87
O=C(Nc1sc2c(c1C(=O)O)CCCC2)c1ccc(F)cc1 | 108 | 100 | 110 | 110 | 92 | 94 | 110 | 98
COc1ccc(/C=C2\C=C(c3ccccc3)N(CCc3ccccc3)C2=O)cc1OC | 48 | 34 | -2.0* | 44 | 30 | 36 | 71 | 34
COCC(O)CN1CCN(C)CC1 (stereo not given) | 107 | 102 | 95 | 102 | 105 | 109 | 101 | 110
OCCC1CCCCN1C(Cc1ccccc1)c1ccccc1 (stereo not given) | 110 | 99 | 103 | 95 | 96 | 105 | 103 | 96

3 of these compounds in another layout.
SMILES,K-562,MCF7,SR,MDA-MB-468,MDA-MB-231,MDA-MB-435,RPMI-8226,MOLT-4
CCN(CC)c1ccc(-c2nc3c4ccccc4c4ccccc4c3o2)c(O)c1,20,57,28,84,65,105,55,61
O=S(=O)(NCCNc1nccc(-c2cn(-c3ccccc3)nc2-c2ccc(Cl)c(O)c2)n1)c1ccc(O)cc1,55,52,45,69,66,65,nt,51
CCN(CC)C(=O)c1ccccc1-c1ccccc1C(=O)O,97,90,100,85,93,101,111,112

(list continues)
SMILES | K-562 | MCF7 | SR | MDA-MB-468 | MDA-MB-231 | MDA-MB-435 | RPMI-8226 | MOLT-4
CCN(CC)CC(=O)Sc1nc(-c2ccco2)cc(-c2ccc(Cl)cc2Cl)n1 | 11 | 74 | 68 | 86 | 87 | 98 | 78 | 70
O=C(CC(=O)Nc1ccc(Oc2ncnc3scc(Nc4n[nH]c(=S)s4)c23)cc1)Nc1ccc(Br)cc1 | 76 | 87 | 87 | 120 | 101 | 103 | 110 | 85
CCOC(=O)C1=NN2C(O)C3(C)CC(C(=O)OCC)=NN3C(O)C2(C)C1 (stereo not given) | 114 | 95 | 143 | 105 | 115 | 96 | 100 | 112
COc1cc2nccc(Oc3ccc(NC(=O)C4(C(=O)Nc5c(F)cc(F)cc5F)CC4)cc3)c2cc1Oc1ccc(N)cn1 | 7.7* | 32 | 58 | 33 | 66 | 3.8* | 50 | 39
O=C(/C=C/c1ccccc1)Nc1ccc(-c2nc3ccccc3c(=O)[nH]2)cc1 | 94 | 78 | nt | 66 | 89 | 104 | 97 | 82
O=Cc1c(OCc2cnnn2CC(=O)Nc2ccc(Cl)cc2)ccc2ccccc12 | 99 | 82 | 91 | 104 | 98 | 104 | 105 | 91
COc1ccc(/C=C/C(=O)c2ccc(NC(=O)CSc3nc4c([nH]3)c(=O)n(C)c(=O)n4C)cc2)cc1OC | 79 | 41 | 37 | 52 | 84 | 89 | 86 | 72
CCCCC1(C=O)NC(=O)NC1=O (stereo not given) | 101 | 100 | 108 | 98 | 105 | 111 | 110 | 108
N#Cc1nnn(-c2ccc(S(N)(=O)=O)cc2)c1N | nt | 94 | 96 | 101 | 101 | 97 | 91 | 87
CC[C@H](Nc1nc(N)nc(N)c1Cl)c1nc2cccc(NCc3ccc(C(=O)NO)cc3)c2c(=O)n1-c1ccccc1 | 3.1* | 13 | -5.9* | -34* | -11* | -51* | 3.8* | 0.3*
O=C(Nc1cc(C2=NCCN2)cc(C2=NCCN2)c1)c1ccc(C(=O)Nc2cc(C3=NCCN3)cc(C3=NCCN3)c2)cc1 | 107 | 99 | 107 | 124 | 107 | 102 | 93 | 102
CCOC(=O)/C(C#N)=C(/CC)OCC | 89 | 95 | 86 | 113 | 107 | 105 | 103 | 85
COc1ccc(/C=C(\C#N)n2nnc3cc(Cl)ccc32)cc1 | 8.4* | 1.7* | 19 | 19 | -56* | -62* | 8.0* | 14
CN(C)C | 96 | 109 | 109 | 104 | 127 | 97 | 98 | 106
CC(NC(=O)OCc1ccccc1)C(=O)O (stereo not given) | 83 | 98 | 91 | 101 | 107 | 98 | 103 | 97
COC(=O)[C@H]1[C@H]2C[C@@H]3c4[nH]c5ccccc5c4CCN3C[C@H]2C[C@@H](OC(=O)c2cc(OC)c(OC)c(OC)c2)[C@@H]1OC | 88 | 68 | nt | 52 | 66 | 89 | 68 | 68
CCC(=O)CC(C)(C)C | 126 | 94 | 100 | 104 | 106 | 109 | 101 | 103
COc1ccc(OC)c(/C=C/C(=O)N/N=C/c2ccc(Cl)cc2)c1 | 14 | 8.9* | nt | -4.0* | 28 | -32* | 21 | 26
CCCn1c(=N)c(C(=O)NC2CCCCC2)cc2c(=O)n3cccc(C)c3nc21 | 89 | 82 | 90 | 80 | 96 | 99 | 79 | 75
N#Cc1nc(/C=C2\SC(=S)N(Cc3ccccc3)C2=O)cs1 | 35 | 34 | 35 | 68 | 95 | 103 | 41 | 40

Part of the list above, with two lines to a compound.
Below each SMILES – K-562 | MCF7 | SR | MDA-MB-468 | MDA-MB-231 | MDA-MB-435 | RPMI-8226 | MOLT-4
- O=C(/C=C/c1ccccc1)Nc1ccc(-c2nc3ccccc3c(=O)[nH]2)cc1
  94 | 78 | nt | 66 | 89 | 104 | 97 | 82
- CCN(CC)CC(=O)Sc1nc(-c2ccco2)cc(-c2ccc(Cl)cc2Cl)n1
  11 | 74 | 68 | 86 | 87 | 98 | 78 | 70

(list continues)
SMILES | K-562 | MCF7 | SR | MDA-MB-468 | MDA-MB-231 | MDA-MB-435 | RPMI-8226 | MOLT-4
Nc1nc(-c2ccccc2)c(CCCNc2ccc(C(=O)NC(CCC(=O)O)C(=O)O)cc2)c(=O)[nH]1 (stereo not given) | 113 | 97 | 109 | 116 | 111 | 104 | 97 | 112
CC1(C)N=C(N)N=C(N)N1c1ccc(OCC(=O)Nc2ccccc2)c(Cl)c1 | 18 | 28 | nt | 57 | 69 | 25 | 34 | 32
COc1ccc(C2C3Cc4cc(OC)c(OC)cc4C3=NN2C(=O)Nc2c(C)cccc2C)cc1OC (stereo not given) | 84 | 85 | 84 | 108 | 91 | 92 | 72 | 75
NC(CSCc1ccccc1)C(=O)O (stereo not given) | 124 | 91 | 100 | nt | 98 | 113 | 119 | 103
Oc1ccc2ccccc2c1Br | 94 | 84 | 71 | nt | 106 | 106 | 91 | 91
CC1(C)COCN1COCCOCN1COCC1(C)C | 101 | 94 | 86 | 104 | 95 | 94 | nt | 94
Cc1ncc([N+](=O)[O-])n1CC(O)CCl (stereo not given) | 108 | 107&102 | 119 | 111&75 | 103&96 | 101&103 | 80 | 110&103
O=C1CCC(C(=O)N/N=C/c2c(F)c(F)c(F)c(F)c2F)N1 (stereo not given) | 100 | 90 | 108 | 96 | 104 | 101 | 102 | 102
COc1ccc(C=O)c(C)c1 | 101 | 94 | 91 | nt | 109 | 102 | 101 | 99
Cc1ccc(CCC(C)c2ccc(C)cc2)cc1 (stereo not given) | 88 | 91 | 98 | 102 | 100 | 106 | 95 | 100
O=C(O)CCN(Cl)Cl | 115 | 93 | 104 | 85 | 120 | 85 | 104 | 117
C=CCNC(N)=S | nt | 96 | 100 | 98 | 94 | 98 | 116 | nt
COc1cc(-c2nc3ccccc3s2)ccc1NC(=O)COc1ccc(Cl)cc1 | 75 | 40 | 84 | 21 | 46 | 72 | 64 | 86
COC(=O)CCCNS(=O)(=O)c1cc(C(=O)Nc2ccc(NC(=O)c3cc(S(=O)(=O)NCCCC(=O)OC)c(O)c(O)c3O)cc2)c(O)c(O)c1O | nt | 74 | 70 | 99 | 95 | 1.3* | 96 | 88
CN(C)Cc1cc(Br)c(O)c(Br)c1 | 111 | 94 | 90 | 100 | 100 | 100 | 100 | 104
CC/C=C\C[C@H](O)C/C=C1/C(=O)C=C[C@@]1(C)C/C=C\CCCC(=O)OC | nt | 93 | 103 | 105 | 104 | 106 | 103 | 94
NC(=O)N1N=C(c2ccccc2)CC=C1c1ccccc1 | 93 | 83 | nt | 85 | 89 | 76 | 100 | 89
Cc1ccc(S(=O)(=O)OCCCCCCOS(=O)(=O)c2ccc(C)cc2)cc1 | 109 | 96 | 116 | nt | 103 | 106 | 103 | 106
CC(=O)Oc1ccc(OCc2ccccc2)cc1 | 89 | 97 | 92 | 104 | 107 | 101 | 94 | 86
Cn1c(=O)c2[nH]c(C3CC3)nc2n(C)c1=O | nt | 96 | 103 | 117 | 93 | 105 | 119 | 112

Whole records, looked up by structure. Values in the order: K-562, MCF7, SR, MDA-MB-468, MDA-MB-231, MDA-MB-435, RPMI-8226, MOLT-4
Entry for Cn1c(=O)c2[nH]c(C3CC3)nc2n(C)c1=O : nt, 96, 103, 117, 93, 105, 119, 112
Entry for CCOC(=O)C1=NN2C(O)C3(C)CC(C(=O)OCC)=NN3C(O)C2(C)C1 (stereo not given) : 114, 95, 143, 105, 115, 96, 100, 112
Entry for CCN(CC)C(=O)c1ccccc1-c1ccccc1C(=O)O : 97, 90, 100, 85, 93, 101, 111, 112
Entry for COc1ccc(OC)c(/C=C/C(=O)N/N=C/c2ccc(Cl)cc2)c1 : 14, 8.9*, nt, -4.0*, 28, -32*, 21, 26
Entry for CC1(C)COCN1COCCOCN1COCC1(C)C : 101, 94, 86, 104, 95, 94, nt, 94

As entered above:
For MOLT-4, CC1(C)COCN1COCCOCN1COCC1(C)C shows 94
For MDA-MB-231, Nc1nc(-c2ccccc2)c(CCCNc2ccc(C(=O)NC(CCC(=O)O)C(=O)O)cc2)c(=O)[nH]1 (stereo not given) shows 111
For MDA-MB-468, O=C1CCC(C(=O)N/N=C/c2c(F)c(F)c(F)c(F)c2F)N1 (stereo not given) shows 96

(next part)
SMILES | K-562 | MCF7 | SR | MDA-MB-468 | MDA-MB-231 | MDA-MB-435 | RPMI-8226 | MOLT-4
Cc1c(C(=O)OCCO)cc(-c2ccc(Cl)cc2)n1-c1cccc(O)c1 | 79 | 98 | 61 | 89 | 93 | 76 | 87 | 87
Cn1c(=O)oc2ccc(S(=O)(=O)Nc3ccc(Cl)cc3[N+](=O)[O-])cc21 | 93 | 95 | 82 | 96 | 115 | 105 | 90 | 96
CCc1ccc(NC(=O)N[C@@H](Cc2cc(F)cc(F)c2)C(=O)N[C@@H]2C(=O)N3C[C@H](O)C[C@H]3C(=O)N3CCOC[C@H]3C(=O)N[C@@H](C)C(=O)N3C[C@H](C)C[C@H]3C(=O)O[C@H]2C)cc1 | 25 | 24 | 48 | 15 | 16 | 21 | 17 | 43
C=C(C)[C@@H]1CC[C@]2(COC(=O)c3ccco3)CC[C@]3(C)[C@H](CC[C@@H]4[C@@]5(C)CC[C@H](OC(=O)c6ccco6)C(C)(C)[C@@H]5CC[C@]43C)[C@@H]12 | nt | 106 | nt | 106 | 110 | 112 | 105 | nt
O=C(Cc1cccc(-c2ccco2)c1)N1C(=O)OC[C@@H]1Cc1ccccc1 | 96 | 93 | 92 | 87 | 101 | 101 | 86 | 87
COC(=O)[C@]1(C(C)C)N[C@H](c2cn(-c3ccccc3)nc2C)[C@@H]2C(=O)N(c3ccc(Cl)cc3)C(=O)[C@@H]21 | nt | 94 | nt | 120 | 95 | 99 | nt | nt
Cc1ccc2nc(C)cc(C)c2c1 | 92 | 116 | nt | 111 | 107 | 104 | 98 | 89
Cc1ccc2nc(Cl)c(/C=C3\SC(=O)NC3=O)cc2c1 | 111 | 89 | 100 | 90 | 85 | 91 | 99 | 111
COc1cccc(C2N=NC3=C(CCCC3)N2O)c1O (stereo not given) | 103 | 79 | 101 | 99 | 88 | 106 | 91 | 99
Cc1cc(=O)n2n1-c1ccc(C(F)(F)F)cc1NC(=O)C2 | 98 | 104 | 99 | 112 | 99 | 106 | 104 | 101
CCOC(=O)/C=C/c1ccc(Br)cc1 | 114 | 103 | 96 | 97 | 105 | 97 | 93 | 101
